A549 viability: A549 cytotoxicity, counter-screen for Nrf2 inhibitors; A549 ARE-Fluc cells, CellTiter-Fluor viability, 18-24 h; Potency, µM (top dose mostly 46 µM), for inactives: at the highest dose activity change, negative = cytotoxicity, most hits filed as inhibitors; 390,000 compounds, 0.16% hits; AID 504648; note: % is set by controls: 0 for no effect and ±100 for the full control effect
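A549 ARE-Fluc cells in 5% FBS OPTI-MEM, 5000 cells/well, rested 2 h then exposed to compounds in concentration-response for 18-24 h at 37 °C. Viability by CellTiter-Fluor fluorescence (Ex 405/Em 525) after 30 min; luciferase luminescence (BugLite, 15 min, RT) read afterwards.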
EPAC2 antag: antagonists of human EPAC2 | Potency, µM (titrated, usually from 114 µM), for the others: at the top dose activity, negative = inhibition, hits mostly inhibitors | EPAC2 GEF exchange of Rap1B-BODIPY-GDP, fluorescence | Q8WZA2 | 360,000 compounds, 0.18% hits | AID 720708; note: % is set by controls: 0 for no effect and ±100 for the full control effect; nearly all actives have a fitted effect of over 45% in size; many of its hits are not listed in these tables
Target sequence (Q8WZA2 whole entry, looked up): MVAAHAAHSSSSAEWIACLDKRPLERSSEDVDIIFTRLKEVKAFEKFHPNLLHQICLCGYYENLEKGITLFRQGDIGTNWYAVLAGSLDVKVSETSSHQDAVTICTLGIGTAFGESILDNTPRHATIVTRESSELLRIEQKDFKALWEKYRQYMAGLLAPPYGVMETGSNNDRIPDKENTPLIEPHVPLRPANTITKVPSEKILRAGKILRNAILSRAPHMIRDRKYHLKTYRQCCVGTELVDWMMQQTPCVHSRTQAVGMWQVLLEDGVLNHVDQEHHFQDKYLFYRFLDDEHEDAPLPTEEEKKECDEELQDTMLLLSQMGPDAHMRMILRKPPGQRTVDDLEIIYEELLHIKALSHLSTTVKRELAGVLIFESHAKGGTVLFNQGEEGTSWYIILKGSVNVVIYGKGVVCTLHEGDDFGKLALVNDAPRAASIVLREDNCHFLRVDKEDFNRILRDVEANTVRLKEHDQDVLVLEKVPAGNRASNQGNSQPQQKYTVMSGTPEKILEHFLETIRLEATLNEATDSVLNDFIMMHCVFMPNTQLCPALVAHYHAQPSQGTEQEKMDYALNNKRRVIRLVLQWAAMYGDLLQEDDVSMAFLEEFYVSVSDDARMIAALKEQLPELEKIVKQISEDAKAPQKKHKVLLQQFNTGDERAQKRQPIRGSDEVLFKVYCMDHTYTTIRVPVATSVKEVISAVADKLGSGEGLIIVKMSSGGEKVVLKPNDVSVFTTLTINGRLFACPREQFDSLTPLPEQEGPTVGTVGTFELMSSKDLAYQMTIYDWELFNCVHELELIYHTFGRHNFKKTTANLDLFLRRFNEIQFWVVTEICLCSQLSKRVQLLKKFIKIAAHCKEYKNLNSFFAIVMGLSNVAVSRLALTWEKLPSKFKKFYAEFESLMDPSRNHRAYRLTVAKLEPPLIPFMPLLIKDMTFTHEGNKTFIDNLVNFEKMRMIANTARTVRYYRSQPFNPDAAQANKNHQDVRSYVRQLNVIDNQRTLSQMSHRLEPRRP
ATXN viability: reduces viability in counter-screen for ATXN expression inhibitors. S2 cells (HEK-293 line with an ATXN2-luciferase reporter) viability, CellTiter-Fluor protease fluorescence, 24 h. Potency, µM (top dose mostly 56.7 µM), hits mostly cytotoxic. 400,000 compounds, 0.49% hits; note: nearly all actives have a fitted effect of over 40% in size
ATXN2 expr inh: inhibitors of ATXN2 expression | HEK-293 ATXN2-luciferase reporter, luminescence, 24 h | Potency, µM (top dose mostly 57 µM), inactives show at the highest dose activity change, negative = inhibition, most hits filed as inhibitors | 360,000 compounds, 0.72% hits; note: % is set by controls: 0 for no effect and ±100 for the full control effect; nearly all actives have a fitted effect of over 55% in size
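ATXN2-luciferase reporter cells (luciferase flanked by upstream and downstream ATXN2 gene portions) were treated 24 h at 37 °C with compounds at up to 57 uM. SteadyGlo luminescence gave expression; GF-AFC fluorescence gave viability.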
Nrf2 block: blocks Nrf2 signaling; Potency, µM (titrated, usually from 46 µM), for inactives: at the top dose activity change, negative = inhibition, hits mostly inhibitors; AID 504444; A549 ARE-Fluc reporter, luciferase luminescence, 18-24 h; 360,000 compounds, 2.1% hits; note: % is set by controls: 0 for no effect and ±100 for the full control effect; nearly all actives have a fitted effect of over 60% in size
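Quantitative HTS in A549 cells stably bearing an antioxidant response element-firefly luciferase construct. Inhibition of Nrf2-driven transcription was scored by luminescence after 18-24 h of compound exposure at 37 °C.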
TGFb inhibitor: inhibitors of TGF-b signaling. HepG2 CAGA-GFP TGF-b/SMAD3 reporter, GFP fluorescence, 18 h; TGF-beta stimulated, 500 pg/mL final. Potency, µM (highest dose often 46.1 µM), inactives show at the highest dose activity, negative = inhibition, most hits filed as inhibitors. 410,000 compounds, 1.2% hits; note: % is set by controls: 0 for no effect and ±100 for the full control effect; nearly all actives have a fitted effect of over 65% in size
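HEPG2 CAGA-GFP reporter cells (1000/well, DMEM with 1% FBS) received compounds, then recombinant TGF-beta at 500 pg/mL final for 18 hours at 37 degrees C. Per-cell GFP summed per well was normalised to unstimulated and stimulated DMSO controls before curve fitting.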
MCF10A rerep: DNA re-replication induction in MCF 10a cells; MCF 10A DNA re-replication, Hoechst nuclear intensity, 48 h; Potency, µM (highest dose often 46.1 µM), for inactives: top-dose activity, positive = re-replication, hits mostly activators; 350,000 compounds, 2.9% hits; note: % of control where 0% means no effect; nearly all actives have a fitted effect of over 50% in size
HepG2 tox: kills HepG2 cells in TGF-b inhibitor counter-screen | 410,000 compounds, 0.76% hits | Potency, µM (titrated, usually from 46.1 µM), without a hit: top-dose activity change, negative = cytotoxicity, actives largely listed as cytotoxic | HepG2 CAGA-GFP viability, ATP luminescence, 18 h; note: some results filed as inactive show a strong effect at the top dose
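CellTiter-Glo luminescence gave cytotoxicity after 18 hours at 37 degrees C. The cells were HepG2 CAGA-GFP in 1% FBS DMEM, stimulated with 500 pg/mL TGF-beta after compound addition. %Activity was normalised to no-cell wells (complete cell-killing) and DMSO (no toxicity), and curves were fitted and classified.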
Nrf2 ARE act: activates Nrf2 signaling; 410,000 compounds, 0.31% hits; AREc32 ARE-luciferase reporter (MCF7-derived line), luminescence, 24 h; Potency, µM (doses to about 46.1 µM), for inactives: at the top dose activation, actives largely listed as activators; note: % of control where 0% means no effect; nearly all actives have a fitted effect of over 65% in size
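Reporter line AREc32 (ARE-Fluc), seeded overnight in OPTI-MEM with 5% FBS; compound pin-transferred, 24 hr at 37 deg C, 5% CO2; luminescent read-out.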
Starred values were filed as active, the others as inactive; i = inactive; ? = inconclusive; · = no result given; & = joins results of further samples; [ ] = dose if it differs, or a comment. Calls come from the whole dose curve; as a rule, active = well fitted curve in the direction sought with a large enough effect; inconclusive = small, poorly fitted or top-dose-only effect, or another doubt; inactive = no such curve, though single readings can be large; an effect the other way counts as inactive or inconclusive. Potency is the fitted concentration of half-maximal effect.

SMILES	A549 viability	EPAC2 antag	ATXN viability	ATXN2 expr inh	Nrf2 block	TGFb inhibitor	MCF10A rerep	HepG2 tox	Nrf2 ARE act
COc1ccc(CC(=O)Nc2ccccc2N2CCCCC2)cc1OC	2%	-26%	i	14%	-9%	0%	-1%	8%	0.0%
O=C(O)c1ccc2ncc(NC(=O)c3ccc(F)cc3)c(=O)n2c1	-2%	0%	i	15%	4%	-1%	-4%	-5%	0.1%
COc1ccccc1CNS(=O)(=O)c1ccc(N2CCCCS2(=O)=O)cc1	-5%	·	i	-15%	·	-22%	·	-10%	0.5%
COc1cc(NCCCNC(C)C)c2nccc(C)c2c1	4%	18%	i	-32%	28%	4%	?	-8%	0.1%
C/C=C/c1ccc(OCC(=O)NCc2ccccc2OC)c(OC)c1	-2%	-15%	i	-14%	4%	5%	7%	-4%	-0.3%
CCOC(=O)/C(C(N)=NCc1ccco1)=C(/O)c1ccccc1	-13%[1.84 µM]	-3%	?	-9%	6%	32%[activator]	12%	-12%	11%
Cc1ccc(-c2noc(CSc3nnc(Cc4ccccc4)n3-c3cccc(C)c3)n2)cc1	?	-20%	i	?	26µM*	?	18µM*	-74%&-28%	0.1%&1.9%
O=C(O)/C=C/c1ccc(O)c(O)c1	-7%	8%	i	4%	-1%	7%	-1%&-2%	3%	-1.0%
CNC(=O)C1CCC(Cn2c(=O)c3sccc3n(CC(=O)NCc3ccc(F)cc3)c2=O)CC1 (centres undefined)	-1%	·	i	2%	?	?	·	14%	-0.1%
CCN(CC(=O)NCc1cccs1)C(=O)/C=C/c1cc(OC)ccc1OC	3%	-3%	i	0%	-5%	6%	-6%	-23%	-0.1%
CCN1CCN(Cc2c(C)[nH]c3ccc(OC)cc3c2=O)CC1	0%	8%	i	4%	2%	-20%	-9%	-11%	0.0%
Cc1ccc(NC(=O)CN2CCN(S(=O)(=O)c3ccc4c(c3)OCCO4)CC2)c(C)c1	·	-6%	i	·	·	-14%	·	-32%	0.2%
COc1cccc(OCCn2c(-c3ccc(Br)cc3)nc3ccccc3c2=O)c1	4%	·	i	10%	-6%	11%	·	-8%	6.1%
CCN(CCCNC(=O)c1cc2cc3ccc(C)cc3nc2s1)c1ccccc1	1%	·	i	17%	1%	6.3µM*	·	-28%	5.0%
O=C(CSCc1ccc(F)cc1)N1CCN(c2ccc(Cl)cc2)CC1	10%	·	·	·	·	?	·	-38%	-0.9%
C/C(=N\NC(=O)c1nnn(-c2nonc2N)c1CSc1ccc(C)cc1)c1cccs1	·	3%	i	·	·	-18%	·	1%	2.1%
NC(=O)COC(=O)c1cc(S(=O)(=O)N2CCOCC2)ccc1N1CCCCC1	16%	12%	i	-11%	·	-10%	4%	17%	0.2%
CC(C(=O)NC1CC(C)(C)NC(C)(C)C1)c1ccc([N+](=O)[O-])cc1 (centres undefined)	-3%	2%	i	·	2%	8%	1%	-11%	1.7%
CCOc1ccccc1NC(=O)CSc1nc(=O)n(Cc2ccccn2)c2c1CCC2	-6%	22%	i	-3%	-26%	-7%	5%	0%	1.9%
COc1ccc(C)cc1S(=O)(=O)NCC(c1ccc2c(c1)OCO2)N1CCOCC1 (centres undefined)	4%	15%	?	4%	3%	0%	1%	-18%	-0.6%
N#Cc1c(-c2ccc(F)cc2)cc(-c2cccs2)nc1SCC(=O)O	-4%	?	i	·	?	-25%	23µM*	-26%	?
COc1ccc(NC(=O)CC2SC(=N)N(c3ccccc3)C2=O)c(OC)c1 (centres undefined)	5%	-8%	i	-17%	3%	3%	-11%	8%	0.7%
CCOc1ccccc1NC(=O)Nc1ccc(Br)cc1C	13%	-2%	i	-28%	4%	3%	?	-3%	-0.7%
CC[C@]12C(=O)N(C)C[C@H]([C@@H]3C(=O)N(C)C(=O)[C@@H]31)N2C(=O)c1ccc(C(C)(C)C)cc1	-1%	-4%	i	5%	4%	-19%	10%	12%	0.7%
Nc1nc(N=Nc2ccc(O)cc2)cc(=O)[nH]1	·	-23%	·	·	·	0%	·	-29%	-0.9%
Cc1cc(O)cc2c1C1CCC3(C)C(=O)CCC3C1C=C2 (centres undefined)	0%	-5%	i	41%[activator]	19%	0%	11%	-1%	12%
COc1ccc(NC(=O)Cc2c(F)c(F)c(F)c(F)c2F)cc1OC	0%	1%	i	3%	6%	0%	-2%	1%	-0.7%
C[C@H]1CN([C@@H](C)CO)C(=O)CCCn2cc(nn2)CO[C@@H]1CN(C)C(=O)Nc1cccc2ccccc12	·	-15%	i	15%	·	-6%	·	7%	5.7%
CCC1CCCCN1C(=O)Cn1c(=O)cc(C(F)(F)F)c2c(C)nn(C)c21 (centres undefined)	12%	·	i	-32%	-25%	-12%	·	-34%	4.8%
Cc1nc(N(C)Cc2ccccc2)c2c(C)c(C)sc2n1	6%	?	i	-24%	-7%	?	?	-4%	3.2%
CCCCCNC(=O)c1ccccc1SC	-6%	-1%	i	2%	12%	1%	10%	-8%	0.2%
CC(=O)Oc1ccc(N(C(C)=O)S(=O)(=O)c2ccccc2)c2ccccc12	·	15%	i	·	·	-27%	·	-37%	17%
OCCCNc1ncnc2c1ncn2[C@H]1CN(Cc2ccc(-c3ccccc3)cc2)C[C@@H](CO)O1	·	9%	i	-22%	·	-14%	·	-23%	1.1%
ON=Cc1cccn1-c1ccccc1	-3%	3%	i	6%	-18%	-2%	1%	0%	-0.6%
COc1ccc(C(CNC(=O)c2cccc(S(=O)(=O)N3CCCC3)c2)N2CCCC2)cc1 (centres undefined)	-5%	3%	?	·	3%	0%	13%	0%	-0.9%
N#Cc1ccccc1S(=O)(=O)N1CCN(C(=O)CCNS(=O)(=O)c2ccc(Cl)cc2)CC1	1%	-10%	i	-6%	-19%	-20%	12%	-36%	-0.9%
Clc1ncc(Cn2cccn2)s1	9%	-1%	i	4%[11.3 µM]	-8%	-4%	1%	1%	-0.6%
CC(=O)NC(Cc1ccc(F)cc1)C(=O)N1CCN(C(=O)NCc2ccccc2)CC1 (centres undefined)	-1%	11%	i	-7%	6%	4%	-3%	-9%	-0.1%
COc1ccc(-c2cc(C)no2)cc1S(=O)(=O)N1CCOc2ccccc21	-4%&28%	9%	i	·	?	5%&1%	-1%	-20%&-3%	1.0%&3.8%
c1ccc(C2OCC3(CO2)COC(c2ccccc2)OC3)cc1 (centres undefined)	-4%	12%	i	0%	-10%	2%	23%	4%	-1.0%
OCC1(CCc2ccccc2)CCCN(CCCc2ccccc2)C1 (centres undefined)	-1%	1%	i	-16%	11%	4%	17%	-34%	0.0%
Cc1cc(=O)[nH]c(Nc2ccccc2C)n1	3%	8%	i	-14%	2%	2%	1%	-5%	-0.6%
COCCNC(=O)c1ccccc1NC(=O)c1cc(OC)cc(OC)c1	8%	2%	i	2%	-2%	0%	1%	-6%	-0.6%
CNC(=O)COC(=O)Cc1ccc(Cl)cc1	1%	6%	i	-2%	10%	5%	-6%	2%	2.9%
COc1ccc(OC)c(NC(=O)Cn2c(=O)n(CC(=O)NCc3ccco3)c(=O)c3ccccc32)c1	-7%	0%	i	-14%	10%	1%	10%	-13%	2.1%
CCOC(=O)C1=C(c2ccccc2)NC(=O)NC1c1cc(OC)c(OC)c(OC)c1 (centres undefined)	-6%	-2%	?	-4%	-1%	11%	3%	0%	-0.5%
Cc1nc(Cl)sc1C(=O)Nc1cccc2ccccc12	-1%	4%	i	0%	-13%	8%	2%	3%	18%
CCOCCCN(C(=O)CNC(=O)c1ccco1)C(C(=O)NC1CCCC1)c1cccc(OC)c1 (centres undefined)	0%	27%	i	2%	-18%	-4%	0%	2%	-0.4%
C=CC[C@H]1C=C[C@@H](C(C(=O)OC)C(=O)OC)CN1C(C)=O	-2%	12%	i	-5%	15%	-6%	1%	-9%	-0.9%
CCCCC(=O)Nc1nnc(-c2ccc(OC)cc2)s1	-5%	3%[57.1 µM]	i	39%[activator]	?	7%	28%	-3%	2.5%
COc1ccc(Cc2nc3ccc(S(=O)(=O)N4CCOCC4)cc3[nH]2)cc1	-9%	-1%	i	11%	·	?	-13%	-15%	-0.6%
c1ccc(Oc2ncnc3sccc23)cc1	?	-14%	i	-10%	3%	9%	-2%	4%	0.6%
CC#Cc1cc2c(cc1O)CCC1C2CCC2(C)C(O)CCC12 (centres undefined)	0%	2%	?	4%	8%	?	8.2µM*	-1%	4.8%
CCOc1cc(C(=O)NCC2CCCO2)cc(OCC)c1OCC (centres undefined)	2%	8%	i	4%	15%	-1%	1%	-8%	-0.2%
CCN(CC)C(=O)c1c(NC(=O)c2ccccc2F)sc2c1CCC(C(C)(C)C)C2 (centres undefined)	-10%	·	?	-19%	?	0%	·	-24%	4.6%
CCCCNc1ccc(C(CC(N)=O)NC(=O)c2ccccc2)cc1[N+](=O)[O-] (centres undefined)	-18%	2%	i	3%	?	?	-3%	1%	-0.9%
O=C(C1CCCN(S(=O)(=O)c2cc(Cl)ccc2Cl)C1)N1CCCCCC1 (centres undefined)	-23%	2%	?	-17%	?	-30%	2%	-2%	0.1%
Cc1ccc(C23OCCN2CCn2nc4ccccc4c23)cc1 (centres undefined)	9%	4%	·	5%	5%	-2%	2%	0%	-0.9%

Profiles from above:
`CC#Cc1cc2c(cc1O)CCC1C2CCC2(C)C(O)CCC12` (centres undefined) is listed as A549 viability = 0%; EPAC2 antag = 2%; ATXN viability = ?; ATXN2 expr inh = 4%; Nrf2 block = 8%; TGFb inhibitor = ?; MCF10A rerep = 8.2µM*; HepG2 tox = -1%; Nrf2 ARE act = 4.8%
`Cc1nc(Cl)sc1C(=O)Nc1cccc2ccccc12` is listed as A549 viability = -1%; EPAC2 antag = 4%; ATXN viability = i; ATXN2 expr inh = 0%; Nrf2 block = -13%; TGFb inhibitor = 8%; MCF10A rerep = 2%; HepG2 tox = 3%; Nrf2 ARE act = 18%

Compound activity from PubChem.

The list is partial; rates above refer to the full screens.
